# CSN deneddyl inh: CSN deneddylation inhibition; Purified CSN, SCF-Nedd8-OG deneddylation, fluorescence polarization; inhibition, % at 12.5 µM; actives 0.38% (n = 360,000); AID 651999;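 active means pattern-corrected inhibition above about 35%, with an unprinted fluorescence ratio check between 0.5 and 1.5, limit read from the data, passing the limit was not always enough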;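 further: 0% = enzyme with substrate and 100% = substrate without enzyme; some results filed as inactive read as strong as hits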
# Target sequence (Q92905 whole entry, looked up, one chain of several): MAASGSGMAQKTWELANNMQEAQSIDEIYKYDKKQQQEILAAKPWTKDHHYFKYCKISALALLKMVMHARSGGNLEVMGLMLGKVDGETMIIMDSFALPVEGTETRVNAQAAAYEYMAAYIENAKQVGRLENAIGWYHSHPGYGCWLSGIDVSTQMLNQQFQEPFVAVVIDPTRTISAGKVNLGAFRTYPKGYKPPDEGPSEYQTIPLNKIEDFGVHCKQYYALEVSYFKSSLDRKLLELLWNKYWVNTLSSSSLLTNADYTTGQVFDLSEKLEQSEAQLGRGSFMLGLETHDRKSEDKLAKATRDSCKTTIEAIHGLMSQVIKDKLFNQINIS
#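 Assay system: HEK293T-derived human Csn5 enzyme; quantity: 0.24 nM enzyme; medium: Tris/NaCl/DTT buffer, pH 7.5; also added: substrate SCFSkp2-Nedd8OG, 10 nM; doses: 12.5 µM compound; schedule: 90 min reaction at room temperature; signal: FP; read-out: % inhibition of substrate cleavage by Csn5; benchmarks: substrate-only high control, full reaction low control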
# Scp1 inh: blocks human Scp-1 phosphatase activity | actives 0.88% (n = 340,000) | AID 493091 | Q9GZU7 | inhibition, % at 20 µM | Recombinant Scp1, phosphopeptide, malachite green phosphate absorbance;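 active means inhibition above about 50% at 20 µM, limit read from the data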;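 further: plate controls were DMSO wells with enzyme for no effect and wells lacking enzyme for full effect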
# Target sequence (Q9GZU7 76-261 limits assumed): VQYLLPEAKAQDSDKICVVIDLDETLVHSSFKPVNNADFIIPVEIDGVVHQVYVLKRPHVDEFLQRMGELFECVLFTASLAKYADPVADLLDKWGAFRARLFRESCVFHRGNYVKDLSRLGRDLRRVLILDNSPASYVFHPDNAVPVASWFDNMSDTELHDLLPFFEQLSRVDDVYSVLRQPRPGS
#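 Test system – truncated SCP-1 phosphatase (76-261aa) · Reagent – Phosphorylated 17-residue peptide substrate · Incubation – 45 min room-temperature reaction, 5 min colour, 30 min stabiliser · Detection – colorimetric phosphate reagent with accelerator and stabiliser, absorbance at 630 nm · Measure – % inhibition at 20 µM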
# Tb MetRS inh: blocks T. brucei methionyl-tRNA synthetase activity. purified T. brucei MetRS, ATP depletion, Kinase-Glo luminescence. AID 624268. actives 0.4% (n = 360,000). inhibition, % at 11.9 µM;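 active means inhibition above a per-plate cutoff of the control wells' mean inhibition plus 3 SD, cut at about 5.5% in these data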;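 further: 0% = DMSO wells median and 100% = median of wells with control inhibitor compound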
#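 technique = Kinase-Glo luminescence, ATP depletion format | system = purified MetRS (methionyl-tRNA synthetase) enzyme from Trypanosoma brucei | timing = 15 min preincubation, 2 h reaction, all 25 °C | evaluation = percent inhibition versus plate control medians | dosing = single dose, 11.9 µM final nominal, 0.9% final DMSO | also added = substrates ATP, L-methionine and bulk Escherichia coli tRNA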
# STEP inh: STEP (human) phosphatase inhibition; inhibition, % at 20 µM; AID 588621; actives 0.25% (n = 360,000); recombinant STEP, OMFP fluorogenic substrate, fluorescence; P54829;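 active means inhibition at 20 µM, scaled per plate between control wells, above about 37%, limit read from the data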;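 further: 0% = DMSO with enzyme and substrate and 100% = substrate only without enzyme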
#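 Material: STEP (striatal-enriched tyrosine phosphatase) enzyme, cell-free; Compound dosing: 20 µM single dose in 1% DMSO; Technique: fluorescence read at 480 nm ex / 540 nm em; Times: reaction 20 min, ambient temperature; Medium: 50 mM Bis-Tris pH 6.0 with 2.5 mM DTT and 0.005% Tween 20; Also added: OMFP at 25 µM.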
# MLLE-PAM2 inh: inhibitors of microRNA-mediated deadenylation, human PABP1 MLLE binding | P11940 | GST-MLLE / FITC-PAM2 fluorescence polarization | inhibition, % at 20 µM | actives 0.36% (n = 360,000) | AID 588489; in the data active means inhibition above about 35%, passing the limit was not always enough;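 further: plate controls were DMSO wells with GST-MLLE for no effect and wells lacking GST-MLLE protein for full effect; some results filed as inactive read as strong as hits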
# Rpn11 inh: Rpn11 (human) deubiquitinase inhibition; O00487; human 26S proteasome, Ub4-pepOG fluorescence polarization; 20S core pre-blocked with epoxomicin; calls only at 20 µM; actives 0.59% (n = 360,000); AID 588493;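 active means inhibition at 20 µM, scaled to each plate's controls, above about 33%, limit read from the data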
# Target sequence (O00487 whole entry, looked up): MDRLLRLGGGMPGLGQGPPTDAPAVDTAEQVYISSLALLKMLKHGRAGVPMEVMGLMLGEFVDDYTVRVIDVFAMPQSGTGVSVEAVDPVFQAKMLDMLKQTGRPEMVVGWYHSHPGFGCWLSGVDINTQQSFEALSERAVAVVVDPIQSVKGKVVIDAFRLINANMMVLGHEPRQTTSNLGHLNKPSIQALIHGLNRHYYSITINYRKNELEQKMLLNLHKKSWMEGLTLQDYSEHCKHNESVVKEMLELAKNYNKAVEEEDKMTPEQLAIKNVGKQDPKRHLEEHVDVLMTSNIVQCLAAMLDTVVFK
# SUMO1 PPI mod: modulators of human SUMO1-mediated protein-protein interactions | actives 0.33% (n = 360,000) | inhibition, % at 20 µM | SUMO1 binding to a labelled peptide, TR-FRET, 1 h; in the data active means inhibition above about 37%
# DNMT1 block: blocks human DNA methyltransferase DNMT1; P26358; DNMT1 molecular beacon, Hinp1I cleavage, fluorescence; inhibition (reported as % activation of signal), % at 10 µM; actives 0.83% (n = 360,000); in the data active means inhibition above about 50%
# NadD inh: blocks S. aureus nicotinate mononucleotide adenylyltransferase; purified NadD enzyme, colorimetric absorbance read-out; inhibition, % at 20 µM; actives 0.78% (n = 360,000); in the data active means inhibition above about 26%; further: some compounds past the cut are filed as inactive
# LMPTP inh: blocks human LMPTP phosphatase. P24666. recombinant LMPTP-A, OMFP fluorogenic substrate, fluorescence intensity. inhibition, % at 20 µM. actives 0.22% (n = 360,000);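 active means compounds that cut the enzyme signal by at least half of the control window in the single-dose screen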;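 further: plate controls were DMSO wells with enzyme plus substrate for no effect and substrate without enzyme for full effect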
# Target sequence (P24666 whole entry, looked up): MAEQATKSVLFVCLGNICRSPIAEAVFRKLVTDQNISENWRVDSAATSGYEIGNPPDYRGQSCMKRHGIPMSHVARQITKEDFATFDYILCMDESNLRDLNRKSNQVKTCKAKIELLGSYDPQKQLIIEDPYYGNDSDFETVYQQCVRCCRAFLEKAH
#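 material = LMPTP-A | quantity = 0.625 nM enzyme | reagent = OMFP substrate, 400 µM final | buffer or medium = Bis-Tris pH 6.0, DTT, detergent | detection = endpoint fluorescence intensity from OMFP dephosphorylation | dosing = single 20 µM dose | read-out basis = % inhibition relative to no-enzyme and uninhibited control wells | control set = no-enzyme and uninhibited controls | timing = 50 min at room temperature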
# Starred values were filed as active, the others as inactive; i = inactive; . = not tested or not shown.
structure,CSN deneddyl inh,Scp1 inh,Tb MetRS inh,STEP inh,MLLE-PAM2 inh,Rpn11 inh,SUMO1 PPI mod,DNMT1 block,NadD inh,LMPTP inh
O=C(COC(=O)/C=C/c1ccco1)NCc1ccc2c(c1)OCO2,4,35,-1.1,1,15,i,-11,15,0,12
O=C(COC(=O)C1CC1)NCCc1ccc(Cl)cc1,-6,-5,-0.3,-1,-12,i,5,0,-1,-2.0
CCCN(Cc1ccc(N(C)C)cc1)CC1CC1,-1,-7,-0.5,-3,7,i,-1,1,0,-3.0
Cc1cc(C)n2nc(C(=O)OCC(=O)N(Cc3ccccc3)C(C)C)nc2n1,5,-5,-0.1,0,-9,i,3,0,1,-1.4
COc1ccccc1C1=Nc2cccc3cccc(c23)N1,1,1,-0.6,4,23,i,-7,-24,11,17
O=C(O)c1cccc(NC(=O)c2ccc3c(c2)C(=O)N(C2CCCCC2)C3=O)c1,-3,-9,0.2,2,-2,i,-10,3,-2,-0.2
Cc1ccc(C)c(SCC(=O)NCC(c2ccco2)N2CCCCC2)c1 (stereo not drawn),3,-3,0.1,-2,1,i,2,-2,-6,-0.9
Cc1cccc2cc(CN(Cc3ccco3)C(=O)c3ccncc3)c(=O)[nH]c12,4,6,0.1,0,4,i,14,3,0,0.1
Cc1cccc(C)c1N1CCN(C(c2ccnc3ccccc23)c2nnnn2-c2ccc3c(c2)OCCO3)CC1 (stereo not drawn),-5,.,-0.5,.,.,.,3,.,17,5.3
COc1ccc(NS(=O)(=O)c2cc(NS(=O)(=O)c3cc(C(=O)O)ccc3OC)ccc2C)cc1,4,0,-0.3,-2,13,i,5,2,-8,-1.1
CC(=O)c1ccc(NC(=O)C2CCCO2)cc1 (stereo not drawn),-5,-1,-0.9,1,-4,i,2,-1,-3,-0.2
COc1ccc(CC(=O)NCCCCc2ccccc2)cc1OC,-4,-9,-1.0,-1,12,i,3,0,-3,-0.4
Cc1coc2cc3oc(=O)c(CC(=O)N4C[C@H]5C[C@@H](C4)c4cccc(=O)n4C5)c(C)c3cc12,2,-4,0.6,2,4,i,11,0,7,-0.1
O=C1c2ccccc2NC(c2ccc(-c3ccc(C(F)(F)F)cc3)o2)N1O (stereo not drawn),2,-8,-0.3,-1,-5,i,-11,3,11,-0.4
CCc1cc(OCCN(C)C)ccc1Cl,-7,-3,-0.1,3,0,i,0,2,3,-1.2
Cc1ccc(NC(=S)NC2CC3CCCC(C2)N3Cc2ccco2)cc1 (stereo not drawn),-9,-13,-0.3,2,-7,i,-1,1,-5,-0.5
O=C(Cc1cccc2ccccc12)NN1C(=O)C2C(C1=O)C1C=CC2C12CC2 (stereo not drawn),-13,4,-0.5,-1,-4,i,-4,9,-33,-2.8
Cc1cc(OCn2ccc(C(=O)O)n2)ccc1Cl,-2,-1,-0.4,-2,7,i,5,3,6,-3.9
CC1CCCC(NC(=O)CSc2ccc(F)cc2)C1C (stereo not drawn),6,-6,-0.2,0,-6,i,1,0,1,0.6
NNC(=O)CCCNc1ncc(C(F)(F)F)cc1Cl,2,-5,0.2,-1,-2,i,-3,5,9,-0.2
COc1cc(CN2CCNC(=O)C2CC(=O)NCCC2=CCCCC2)cc(OC)c1 (stereo not drawn),0,-1,-0.7,0,0,i,-2,3,1,2.3
COc1ccc(C(=O)NC2CCc3ccccc32)cc1OC1CCN(C(C)C)CC1 (stereo not drawn),0,-5,0.3,-1,-5,i,6,-1,-4,0.2
CC1CCCC(NC(=O)CSC2CCCCC2)C1C (stereo not drawn),0,-7,-0.2,4,4,i,3,1,-5,-0.1
O=C(Nc1ccccc1F)c1ccc(OCc2ccccc2)cc1,-12,-7,-0.2,-2,6,i,-4,3,-7,-0.9
COc1ccc(C2NC(=O)c3ccccc3N2)c(OC)c1OC (stereo not drawn),-2,.,0.0,3,7,i,-1,2,-4,-1.5
CC1=NNC(=O)C(CC(=O)Nc2ccc(Cl)c(Cl)c2)C1 (stereo not drawn),-1,-5,0.9,0,4,i,0,4,-3,-1.0
CCOC(=O)CC(C)(C)/C(C)=N/Nc1ccc([N+](=O)[O-])cc1[N+](=O)[O-],5,1,-0.9,3,9,i,-33,8,0,1.6
O=C(Nc1ccc(N2CCOCC2)cc1)c1ccncc1,-5,4,-0.3,1,-2,i,5,0,-2,0.9
Fc1ccc(CNC(=S)NC2CCCC2)cc1,5,1,-1.0,-2,-85,i,-2,2,-4,-0.9
Nc1cc(C(=O)OCC(=O)Nc2cccc(S(=O)(=O)N3CCOCC3)c2)ccc1Cl,2,-2,0.0,-3,-2,i,2,-3,-1,-0.3

# Whole records, looked up by structure. Values in the order: CSN deneddyl inh | Scp1 inh | Tb MetRS inh | STEP inh | MLLE-PAM2 inh | Rpn11 inh | SUMO1 PPI mod | DNMT1 block | NadD inh | LMPTP inh
# `O=C(Nc1ccccc1F)c1ccc(OCc2ccccc2)cc1` is listed as -12 | -7 | -0.2 | -2 | 6 | i | -4 | 3 | -7 | -0.9
# `O=C(Nc1ccc(N2CCOCC2)cc1)c1ccncc1` is listed as -5 | 4 | -0.3 | 1 | -2 | i | 5 | 0 | -2 | 0.9
# `COc1ccc(C2NC(=O)c3ccccc3N2)c(OC)c1OC` (stereo not drawn) is listed as -2 | . | 0.0 | 3 | 7 | i | -1 | 2 | -4 | -1.5
# `Fc1ccc(CNC(=S)NC2CCCC2)cc1` is listed as 5 | 1 | -1.0 | -2 | -85 | i | -2 | 2 | -4 | -0.9

# Further structures follow:
structure,CSN deneddyl inh,Scp1 inh,Tb MetRS inh,STEP inh,MLLE-PAM2 inh,Rpn11 inh,SUMO1 PPI mod,DNMT1 block,NadD inh,LMPTP inh
CCOc1ccc(S(=O)(=O)N(CC(=O)Nc2cccnc2)c2ccc(F)cc2)cc1,3,-5,-0.4,0,-6,i,0,1,-7,0.9
O=C(COc1ccc2ccccc2c1)Nc1ccc(Cc2ccncc2)cc1,8,8,-1.2,4,-15,i,-2,-7,6,2.9
CCN(CC)CCNC(=S)Nc1ccc(Cl)cc1,-3,4,0.4,2,5,i,2,2,-1,-1.8
Cc1cc(C)cc(NC(=O)C(OC(=O)Cn2cnc3c2c(=O)n(C)c(=O)n3C)c2ccccc2)c1 (stereo not drawn),0,-8,-0.3,4,-22,i,6,0,7,0.7
Cc1sc2ncnc(SCC(=O)NCC(C)C)c2c1C,1,5,-0.7,-2,9,i,-2,0,-4,-0.3
COC(=O)c1ccc(NC(=O)COC(=O)CSc2nc(C)cc(C)n2)cc1,3,4,-0.6,0,6,i,0,0,-3,-1.1
CCOc1cccc2cc(C(=O)NCCC3=CCCCC3)c(=O)oc12,5,-12,-0.4,3,-10,i,-17,-5,-11,3.0
COc1cccc(C(=O)N2CCC[C@H]2C(=O)N2CCC[C@H]2C(=O)NCc2ccc(F)cc2F)c1,-5,.,-1.1,.,.,.,0,.,1,-2.1
COC(=O)c1ccccc1NC(=O)CN1C(=O)c2ccccc2S1(=O)=O,-4,-7,-0.5,-1,2,i,5,1,-1,-0.1
Cc1nnc(N2CCC(C(=O)N3CCCCC3)CC2)c2nn(-c3ccc(Cl)cc3)c(C)c12,3,6,0.1,1,-5,i,-7,1,7,-0.4
CC(C)(C)c1ccccc1OCCCCCNCCO,-6,-6,-0.3,-4,-14,i,-1,5,-9,-0.7
Cc1ccc(S(=O)(=O)N2CCOCC2)cc1C(=O)Nc1nc(-c2cccnc2)cs1,-1,1,-0.1,0,-5,i,5,0,4,1.4
CC(C)CC(C(=O)Nc1cccc(O)c1)N1C(=O)c2ccccc2C1=O (stereo not drawn),-7,11,0.2,-2,5,i,-1,-4,-3,-1.2
CCCn1c(SCC(=O)Nc2ccccc2C(=O)NC2CC2)n[nH]c1=O,-1,-10,-0.4,0,-19,i,3,8,3,-0.3
CC(C)N=C(NC#N)SCc1ccc(F)cc1,-5,-3,-0.1,1,-6,i,-2,5,-6,-0.9
Cc1ccc(S(=O)(=O)N2CCN(C(=O)COC(=O)c3ccc(O)cc3)CC2)c(C)c1,1,-4,-0.4,-2,10,i,-4,-4,-1,0.9
CCOc1ccc(N2CC(C(=O)Nc3ccccc3OC)CC2=O)cc1 (stereo not drawn),-4,7,-1.3,-2,14,i,0,1,0,-0.1
Cc1ccc(C(=O)NCC(=O)Nc2ccc(F)c(F)c2F)cc1,1,5,-1.2,-2,6,i,3,0,0,0.2
CCOc1ccc(N=c2scc(-c3ccccc3)n2CCO)cc1,-4,-3,-0.5,3,-14,i,-2,-4,-4,0.2
COc1ccccc1OCCNC(=O)c1ccc(C)o1,-2,-3,0.0,-1,-2,i,-1,2,-2,0.0
CCCOC1CCCN(C(=O)c2cc(Cl)c(Cl)cc2C(=O)O)C1 (stereo not drawn),-3,3,0.3,-4,5,i,1,0,-4,-1.7
CN(c1ccccc1)S(=O)(=O)c1cccc(NC(=O)Cn2cnc3c2c(=O)n(C)c(=O)n3C)c1,-3,4,-1.1,1,-6,i,-1,3,-2,1.1

# Ordered by the number under NadD inh (lowest first): 3 from the list above
structure,CSN deneddyl inh,Scp1 inh,Tb MetRS inh,STEP inh,MLLE-PAM2 inh,Rpn11 inh,SUMO1 PPI mod,DNMT1 block,NadD inh,LMPTP inh
CCOc1ccc(N=c2scc(-c3ccccc3)n2CCO)cc1,-4,-3,-0.5,3,-14,i,-2,-4,-4,0.2
CN(c1ccccc1)S(=O)(=O)c1cccc(NC(=O)Cn2cnc3c2c(=O)n(C)c(=O)n3C)c1,-3,4,-1.1,1,-6,i,-1,3,-2,1.1
CCOc1ccc(N2CC(C(=O)Nc3ccccc3OC)CC2=O)cc1 (stereo not drawn),-4,7,-1.3,-2,14,i,0,1,0,-0.1

# Screens as filed in PubChem BioAssay.

# An unsorted share of the library (roughly 3.6% active in at least one column).
